FN deposition inh – inhibitors of fibronectin matrix deposition, primary screen, AH1F cells, Alexa488-fibronectin fluorescence, plate reader. 350,000 tested, 0.086% active. inhibition, % at 12.6 µM. AH1F fibroblasts, overnight. AID 743247, 2014;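 active = mean inhibition across replicates of 30% or more, regardless of how many single replicates reach that level; inconclusive = mean under 30% yet at least half of replicates reach 30%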;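 note: positive control wells lacked labelled fibronectin entirely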
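Material: AH1F fibroblasts assembling fluorescent fibronectin matrix; amount: 10000 AH1F cells/well; medium: DMEM, 2% serum; reagent: Alexa488-fibronectin, 24 nM final in well; dosing: single compound dose, delivered by pin transfer; incubation: 1 h adhesion, overnight exposure; detection: fluorescence after three HBSS washes, excitation 485 nm, emission 525 nm; measure: fibronectin deposition inhibition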
EWS-Fli inh – EWS/Fli-driven NR0B1 reporter inhibitors, primary screen, A673 cells, NR0B1 luciferase, luminescence, MLPCN library. 350,000 tested, 0.67% active. viability-normalised. inhibition, % at 12.6 µM;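 active = mean inhibition of at least 50% after viability correction, with every replicate also passing that limit; inconclusive = mean reaches 50% but only one of two replicates passes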;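 note: firefly luciferase signal divided by Alamar Blue viability fluorescence both relative to DMSO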
GSIS activator – GLuc luminescence reporter in INS-1E cells, primary screen for activators of glucose-dependent secretion of insulin. INS-1E GLuc reporter insulin secretion, 2-3 h. activation, % at 16.6 µM. 370,000 tested, 0.61% active;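 active = lowest replicate activation of at least 40%, so every replicate reaches that level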;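 note: 0% = median of neutral control wells and 100% = median of IBMX positive control wells; some compounds called inactive have numbers as strong as hits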
PAX8 reporter – inhibitors of PAX8-driven TPO luciferase reporter, primary screen, RMG-I cells, single concentration | SteadyGlo, 24 h | inhibition, % at 12.6 µM | 360,000 tested, 1.2% active | AID 652154, 2013;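 active = mean replicate inhibition at least 60% with every replicate also reaching 60%; inconclusive = only one of the two criteria is met; inactive = mean below 60% and not all replicates reaching 60%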;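 note: luciferase light reporting Pax8 driven TPO promoter activity; plate controls were median of neutral control wells for no effect and mitoxantrone controls for full effect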
DENV2 CPE – inhibitors of DENV2 cytopathic effect, primary screen, cell-based, plate reader, single concentration | 350,000 tested, 1.7% active | DENV2-infected cells, cytopathic effect rescue | CPE inhibition, % at 9.99 µM; in the data active = CPE inhibition above about 20%, passing the limit was not always enough; inconclusive = no clear call, values can overlap the other calls; tested in BHK-21 cells;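 note: 0% = median of neutral control wells and 100% = median of positive control wells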
miR122 inh – miR-122 Renilla sensor signal increase in Huh7, primary screen, miR-122 inhibitor project, cell-based, single point, plate reader | Huh7 miR-122 Renilla luciferase sensor, 48 h; neutral wells = 0, positive control = 100 | activation (reporter increase), % at 12.5 µM | 340,000 tested, 0.3% active;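 active = mean replicate activation score at least 90 and every replicate individually at or above 90; inconclusive = only one of the two criteria met; inactive = neither criterion met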;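 note: higher luciferase means less miR-122 activity so hits act as miR-122 inhibitors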
F508del corr – F508del CFTR correction, initial screen, CFBE line, single point. AID 720511, 2013. activity (quench increase), % at 7.58 µM. 350,000 tested, 0.36% active. CFBE cells, YFP halide quenching; stimulated with forskolin plus potentiator P3; % fluorescence drop versus neutral controls;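 active = mean added fluorescence quench of at least 8% versus neutral control, with both replicates also reaching 8%; inconclusive = only one of the mean or replicate conditions met; inactive = mean below 8% and not both replicates reaching 8%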;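 note: cells transiently co-express mutant CFTR-F508del with the halide-sensitive YFP; corrector assay measuring rescue of mutant channel to the surface after 24 h compound exposure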
Active calls of the source: *; ? = inconclusive; · = no result given; [ ] = another dose, or the depositor's remark.

| item | molecule | FN deposition inh | EWS-Fli inh | GSIS activator | PAX8 reporter | DENV2 CPE | miR122 inh | F508del corr |
| --- | --- | --- | --- | --- | --- | --- | --- | --- |
| 1 | Cc1cccc(C(=O)O)c1[N+](=O)[O-] | · | 3 | 6 | · | 29* | 1 | -3.1 |
| 2 | CC(=O)Cc1nsc(NC(=O)c2ccc(COc3ccccc3Cl)o2)n1 | 2 | 6 | 21 | -9 | 3 | · | -1.1 |
| 3 | O=C1c2ccccc2-c2n[nH]c(=O)c3ccc(N4CCCCC4)c1c23 | 5 | 2 | 11 | 18 | 3 | -1 | 0.5 |
| 4 | C[C@H](CO)N1C[C@H](C)[C@H](CN(C)S(=O)(=O)c2ccc(Cl)cc2)Oc2ccc(NS(=O)(=O)c3ccc(F)cc3)cc2C1=O | · | -3 | -14 | · | ? | 2[16.7 µM] | -1.4 |
| 5 | COCc1cc(CN2CCN(CCc3ccccc3)C(CCO)C2)ccc1OC (stereo not drawn) | 5 | 13 | -4 | -18 | -3 | -8 | -0.6 |
| 6 | C[C@@H]1CN([C@H](C)CO)C(=O)c2cccc(NC(=O)Nc3ccccc3)c2O[C@H]1CN(C)Cc1ccc(C(=O)Nc2ccccc2N)cc1 | · | 47 | 0 | 33 | 2 | 18[16.7 µM] | -3.3 |
| 7 | C=CCN(c1ccccc1)S(=O)(=O)c1cccc(C(=O)Nc2ccncc2)c1 | 5 | 36 | -43 | 16 | -3 | · | -0.6 |
| 8 | Cc1c(C(=O)Nc2ccccc2[N+](=O)[O-])csc1-c1ccccc1 | · | -37 | -14 | -83 | · | -6 | · |
| 9 | CN(C)S(=O)(=O)c1ccc(NC(=O)CN2CCCC2c2ccc3c(c2)OCCCO3)cc1 (stereo not drawn) | -2 | 5 | 2 | 4 | 12 | -3 | -2.3 |
| 10 | FC(F)(F)c1nc(NCc2ccccc2)c2nnn(Cc3ccccc3)c2n1 | 8 | 7 | 1 | -1 | -4 | · | -0.9 |
| 11 | CCCNC(=O)C[C@@H]1CC[C@H]2[C@@H](COC[C@H](O)CN2C(=O)c2ccccn2)O1 | -2 | -3 | 5 | -17 | 11 | -3[16.7 µM] | 1.9 |
| 12 | CCCS(=O)(=O)NC(=O)C1(C)CCCN(C(=O)c2c(OC)cccc2OC)C1 (stereo not drawn) | · | -7 | · | -9 | 5 | · | 0.5 |
| 13 | N#C[C@H]1[C@H](c2ccc(C3=CCCC3)cc2)[C@H](CO)N1c1nc(-c2ccccc2)cs1 | 3 | -11 | 4 | -10 | -8 | · | -2.2 |
| 14 | Cc1ccc(C)c(Nc2ncnc(N)c2[N+](=O)[O-])c1 | -7 | · | 10 | -6 | · | · | · |
| 15 | COc1ccc(/C=N/NC(=O)C(=O)N2CCCCCC2)cc1 | 5 | 3 | -1 | -11 | ? | · | -0.5 |

Rewritten with two lines to a compound: 3 of the compounds above.
Every second line gives: FN deposition inh	EWS-Fli inh	GSIS activator	PAX8 reporter	DENV2 CPE	miR122 inh	F508del corr
2) CC(=O)Cc1nsc(NC(=O)c2ccc(COc3ccccc3Cl)o2)n1
  2	6	21	-9	3	·	-1.1
9) CN(C)S(=O)(=O)c1ccc(NC(=O)CN2CCCC2c2ccc3c(c2)OCCCO3)cc1 (stereo not drawn)
  -2	5	2	4	12	-3	-2.3
15) COc1ccc(/C=N/NC(=O)C(=O)N2CCCCCC2)cc1
  5	3	-1	-11	?	·	-0.5

One compound at a time, as listed above.
`CCCS(=O)(=O)NC(=O)C1(C)CCCN(C(=O)c2c(OC)cccc2OC)C1` (stereo not drawn) in the list: FN deposition inh: ·; EWS-Fli inh: -7; GSIS activator: ·; PAX8 reporter: -9; DENV2 CPE: 5; miR122 inh: ·; F508del corr: 0.5
`C=CCN(c1ccccc1)S(=O)(=O)c1cccc(C(=O)Nc2ccncc2)c1` in the list: FN deposition inh: 5; EWS-Fli inh: 36; GSIS activator: -43; PAX8 reporter: 16; DENV2 CPE: -3; miR122 inh: ·; F508del corr: -0.6

New compounds follow:
| item | molecule | FN deposition inh | EWS-Fli inh | GSIS activator | PAX8 reporter | DENV2 CPE | miR122 inh | F508del corr |
| --- | --- | --- | --- | --- | --- | --- | --- | --- |
| 16 | CCCCCOc1ccc(NC(=O)C(=O)NCCCn2ccnc2)cc1 | -4 | · | 1 | 77* | · | 3 | · |
| 17 | CC(=O)Oc1ccc(C(=O)Nc2nccs2)cc1 | 3 | -45 | · | -118 | 1 | -4 | 3.2 |
| 18 | COC(=O)c1ccc(COc2cc([N+](=O)[O-])cc3cccnc23)cc1 | 0 | 8 | -1 | -5 | 10 | · | -0.9 |
| 19 | CCc1ccc(OCC(=O)OCC(=O)NC2CCCC(C)C2C)cc1 (stereo not drawn) | -4 | -6 | -7 | 9 | 7 | 12 | -1.5 |
| 20 | O=C(CN(Cc1ccccc1Cl)C(=O)c1csnn1)NCc1ccc(F)cc1 | -8 | 6 | -19 | 5 | 3 | -6 | 0.9 |
| 21 | NNC(=S)NC1CCCCC1 | 1 | 0 | 7 | -9 | · | -19 | 0.3 |
| 22 | CCOC(=O)C1C2C=CC3(CN(CCc4ccccc4)C(=O)C13)O2 (stereo not drawn) | -2 | · | · | 30 | · | -1 | · |
| 23 | COc1cc(OC)c(OC)cc1CN1CCCC(C(=O)c2sccc2C)C1 (stereo not drawn) | 8 | 7 | 28 | 19 | 1 | -6 | -0.8 |
| 24 | CCN(CC)S(=O)(=O)c1ccc(N2CCCC2)c(NC(=O)Cc2ccccc2)c1 | 8 | -5 | 4 | -10 | ? | 16 | -0.7 |
| 25 | COc1ccc(NC(=O)Nc2ccc3c(c2)C(=O)N([C@H](C)CO)C[C@@H](C)[C@@H](CN(C)C(=O)Nc2ccc(C(F)(F)F)cc2)O3)cc1 | · | -15 | -11 | · | -7 | -2[16.7 µM] | 0.4 |
| 26 | CCS(=O)(=O)N1CCCCN2[C@@H](CO)[C@@H](c3ccc(C4=CCCC4)cc3)[C@@H]2C1 | · | 9 | 4 | -12 | 14 | 16[16.7 µM] | 1.0 |
| 27 | C[C@@H]1CN([C@H](C)CO)C(=O)c2cc(C#Cc3cccc(F)c3)cnc2O[C@H]1CN(C)CC1CCOCC1 | · | 8 | -1 | 5 | 1 | 1[16.7 µM] | -2.4 |
| 28 | CCOc1cccc2cc(C(=O)OCC(=O)Nc3c(C)cccc3CC)c(=O)oc12 | · | -67 | 0 | -64 | 12 | 0 | -1.2 |
| 29 | CCOC(=O)COc1ccc(S(=O)(=O)NCc2cccnc2)cc1 | · | 8 | 21 | · | 9 | 0 | 1.3 |
| 30 | Cc1noc(C)c1NC(=O)N(C)C[C@@H]1Oc2ccc(NC(=O)Cc3ccccc3)cc2CC(=O)N([C@@H](C)CO)C[C@H]1C | -4 | 5 | 7 | 3 | 8 | -2[16.7 µM] | -4.4 |
| 31 | COc1ccc(NC(=O)N[C@@H]2CC[C@@H](CCNC(=O)c3ccccc3F)O[C@@H]2CO)cc1 | 1 | -3 | 6 | 11 | 4 | · | 1.2 |
| 32 | C#CCSc1nc(N)c2c(n1)OC(N)=C(C#N)C2c1cccnc1 (stereo not drawn) | 5 | 10 | 22 | -8 | 9 | · | · |
| 33 | C[C@@H]1CN([C@@H](C)CO)C(=O)c2cc(NC(=O)C3CCCCC3)ccc2O[C@@H](C)CCCCO[C@@H]1CN(C)C(=O)NC1CCCCC1 | · | 2 | -10 | 10 | · | 46[16.7 µM] | -3.3 |
| 34 | CCOC(=O)CNC(=O)CSc1nc(Cc2ccccc2)nc2ccccc12 | 6 | -11 | · | 33 | -6 | -3 | -1.1 |
| 35 | C#CCN1[C@@H]2CCN(C2)c2cc(Br)ccc2S1(=O)=O | -6 | 4 | -4 | 13 | 4 | 4 | 0.4 |
| 36 | Cc1ccc(NS(=O)(=O)c2ccc(-c3coc(C)n3)cc2)c(Br)c1 | 2 | · | -11 | 7 | 4 | 0 | 1.7 |
| 37 | CCc1cc(=O)oc2c(C)c(O[C@@H]3O[C@H](CO)[C@@H](O)[C@H](O)[C@H]3O)ccc12 | 4 | -2 | 3 | 2 | 15 | -1 | 0.4 |
| 38 | COc1cc2ccccc2cc1C(=O)NC(=S)Nc1cc(C(=O)O)ccc1C | 1 | 10 | 0 | 2 | ? | -6 | -3.2 |
| 39 | COCCNc1c2c(nc3c(-c4ccccc4)c(C)nn13)CCCC2 | 0 | · | -38 | · | · | 6 | · |
| 40 | C/C(Cc1ccccc1)=N\NC(=O)CNC(=O)c1ccccc1F | -23 | 0 | -6 | -14 | 6 | -4 | 0.2 |
| 41 | Cc1cccc(-c2oc3ccc(-c4ccc5c(c4)OCO5)cc3c2-c2ccc(OC3CCCCO3)cc2)c1 (stereo not drawn) | -20 | 6 | 2 | -10 | · | 1 | -2.8 |
| 42 | CCNC(=O)[C@H]1[C@H](CO)[C@H]2Cn3c(ccc(-c4ccccc4)c3=O)[C@H]2N1C(=O)C1CCC1 | -4 | 2 | 28 | · | 0 | 0[16.7 µM] | 0.0 |
| 43 | COc1ccc(C)cc1NC(=O)CCS(=O)(=O)c1ccc2c(c1)CCN2C(C)=O | 0 | 1 | 5 | -13 | -6 | -1 | -2.8 |
| 44 | CCN=C1NC(c2ccccc2C(F)(F)F)C(C(=O)OC)=C(C)N1Cc1ccc(C(F)(F)F)cc1 (stereo not drawn) | -1 | 20 | 4 | 9 | 6 | · | 2.2 |
| 45 | CCCNC(=O)Nc1ccc2c(c1)OC[C@H](C)N(Cc1cccnc1)C[C@H](C)[C@@H](OC)CN(C)C2=O | 6 | -4 | -1 | · | 7 | · | 4.5 |
| 46 | COc1ccc(NC(=O)C2CCCN(S(C)(=O)=O)C2)c(OC)c1 (stereo not drawn) | -1 | -28 | -4 | 1 | 0 | -6 | 3.4 |
| 47 | Cc1ccc(NC(=O)CCCn2nc(C)c3c(C)n(-c4ccccc4)nc3c2=O)c(Cl)c1 | -2 | · | 8 | 9 | -1 | 6 | -0.2 |
| 48 | CCOC(=O)c1c(CSc2ccsc2)n(C)c2cc(Br)c(O)c(CN(C)C)c12 | -7 | 7 | -35 | 23 | 8 | · | 4.7 |
| 49 | C[C@H]1CN([C@@H](C)CO)C(=O)c2cc(NC(=O)Cn3cnnn3)ccc2O[C@H]1CN(C)C(=O)Nc1ccccc1 | · | 1 | 19 | · | 2 | 0[16.7 µM] | 3.3 |
| 50 | COc1ccc(/C=C/C(=O)O/N=C(\N)c2ccccn2)cc1OC | 2 | -93 | 42 | -184 | -6 | -4 | -3.5 |
| 51 | Cc1ccc(S(=O)(=O)N2CCOCC2)cc1C(=O)Nc1ccc2c(c1)CCC2 | -1 | · | 1 | 0 | · | -2 | · |
| 52 | COCC(=O)N1C[C@H]2CON(C)[C@H]2C[C@H]1c1cccc(-c2ccccc2)c1 | 14 | -5 | 5 | -4 | 34* | -1 | -0.6 |
| 53 | Cc1ccc(S(=O)(=O)N[C@@H]2CC[C@@H](CCn3cc(-c4cccc(F)c4)nn3)O[C@@H]2CO)cc1 | 3 | -5 | -4 | 3 | -7 | · | 0.3 |
| 54 | COc1ccc(Nc2nc(OC)nc(N3CCOCC3)n2)cc1 | -3 | -9 | 11 | -2 | 3 | -1 | 1.6 |
| 55 | O=S(=O)(Cc1ccccc1)N1CCCCN2[C@H](C1)[C@@H](c1ccc(-c3cncnc3)cc1)[C@@H]2CO | · | 8 | 15 | -1 | · | 5[16.7 µM] | -1.5 |
| 56 | CNC[C@H]1Oc2c(cccc2N(C)C)C(=O)N([C@H](C)CO)C[C@@H]1C | -11 | -8 | 2 | -25 | 14 | 3[16.7 µM] | -0.2 |

Assay outcomes from PubChem BioAssay.
